KB-3-1 tox – KB-3-1 parental cell cytotoxicity | KB-3-1 viability, CellTiter-Glo ATP luminescence, 72 h | Potency, µM (titrated, usually from 46.1 µM), for the others: at the highest dose activity change, negative = cytotoxic, most hits filed as cytotoxic | hit rate 1.4% among 400,000 | AID 1347075; also: % is scaled to controls: 0 for no effect and ±100 for the full control effect; nearly all actives have a fitted effect of over 60% in size
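Luminescent ATP read-out (CellTiter-Glo) measures survival of drug-naive KB-3-1 cells after 72 h compound exposure at 37 °C. Titration series was screened from lowest to highest concentration, with DMSO vehicle plates as background controls.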
GLP1R ag – GLP-1 receptor (human) agonism; HEK293 GLP-1R CRE-luciferase, luminescence, 4-6 h; cells express a hypersensitive GLP-1R form; Potency, µM (highest dose often 45.6 µM), without a hit: at the top dose activation, hits mostly activators; hit rate 0.007% among 380,000; AID 624172; also: % of control where 0% means no effect
KB-V1 cytotox – KB-V1 MDR subline cytotoxicity; KB-V1 MDR cells viability, CellTiter-Glo, 72 h; Potency, µM (doses to about 46.1 µM), inactives show top-dose activity change, negative = cytotoxicity, usual class: cytotoxic; hit rate 3.4% among 400,000; AID 1347076; also: % is scaled to controls: 0 for no effect and ±100 for the full control effect; nearly all actives have a fitted effect of over 60% in size
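Potencies derive from concentration-effect curves fitted to normalized luminescence (CellTiter-Glo) of KB-V1 cells treated for 72 h at 37 degrees C in phenol-red-free DMEM containing 10% FBS.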
GLP1R inv ag – GLP-1 receptor (human) inverse agonism; P43220; HEK293 GLP-1R CRE-luciferase, luminescence, 24 h; GLP-1R form is constitutively active; Potency, µM (titrated, usually from 38.3 µM), for the others: top-dose activity change, negative = inhibition, hits mostly inhibitors; hit rate 1.6% among 410,000; also: % is scaled to controls: 0 for no effect and ±100 for the full control effect; nearly all actives have a fitted effect of over 55% in size
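Stable HEK293 clone (constitutively active GLP-1R + cAMP-response luciferase); 200 cells/uL plated, 12 h pre-culture, compound 24 hr, 37 deg C/5% CO2; detection reagent 12 min RT; luminescence.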
GLP1R cytotox – cytotoxicity in counter-screen for GLP-1R inverse agonists; Potency, µM (titrated, usually from 38.3 µM), without a hit: at the highest dose activity change, negative = inhibition, usual class: inhibitors; HEK293 cAMP-luciferase reporter cells, luminescence, 24 h; hit rate 0.13% among 410,000;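 also: loss of luciferase light is scored as toxicity; % is scaled to controls: 0 for no effect and ±100 for the full control effect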
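MLSMR compounds, 24 hr on cells at 37 deg C/5% CO2; luminescence after luciferase reagent (12 min RT). Inhibition counted as the undesired cytotoxic outcome.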
TDP-43 yeast inh – TDP-43 toxicity inhibition in yeast. TDP-43 expressing yeast growth rescue, BacTiter-Glo, 24 h. hit rate 1.8% among 410,000. Potency, µM (series often up to 46.1 µM), without a hit: top-dose growth rescue (activation), most hits filed as activators. AID 652104; also: % of control where 0% means no effect; nearly all actives have a fitted effect of over 50% in size
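Yeast expressing TDP-43 (pregrown in raffinose, seeded at OD600=0.02 in galactose medium) exposed to compounds 24 hr at 30 deg C. Growth read by BacTiter-Glo luminescence; rescue of toxicity appears as increased signal.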
HT1080 IDH1KD tx – HT-1080 IDH1 knockdown cell toxicity (counter line); HT-1080 IDH1 knockdown viability, ATP luminescence, 48 h; Potency, µM (top dose mostly 46.1 µM), without a hit: top-dose activity, negative = toxicity, most hits filed as cytotoxic; hit rate 2% among 360,000;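 also: 0% = DMSO wells and -100% = cell-free medium wells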
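After a 2 h attachment period, IDH1KD HT-1080 cells took pin-transferred compound for 48 h at 37 °C; ATP-based luminescence after 10 min room-temperature reagent incubation reported viability.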
SW480 rerep – induces DNA re-replication in SW480 colon adenocarcinoma cells. SW480 DNA re-replication, Hoechst DNA content imaging, 48 h. Potency, µM (doses to about 46.1 µM), for the others: at the top dose re-replication activation, most hits filed as activators. hit rate 1.8% among 340,000; also: % of control where 0% means no effect; nearly all actives have a fitted effect of over 55% in size
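Quantitative HTS format with DMSO vehicle controls; 48 hr drug incubation at 37 C, then 40 min Hoechst staining and scanning imager measurement at 405 nm excitation.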
HT1080-NT tox – kills 2HG-producing HT-1080-NT fibrosarcoma cells. hit rate 1.6% among 360,000. Potency, µM (doses to about 46.1 µM), for the others: at the top dose activity, negative = less viability, usual class: cytotoxic. HT-1080-NT fibrosarcoma viability, CellTiter-Glo ATP luminescence, 48 h. AID 686970;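 also: NT is the 2HG producing partner of a matched IDH1 knockdown line; 0% = DMSO-treated cells and -100% = media-only wells without cells; nearly all actives have a fitted effect of over 55% in size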
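Read-out is CellTiter-Glo luminescence after 10 minutes at room temperature, following 48 hours' compound treatment of HT-1080-NT cells (750 cells/well, RPMI, 5% FBS, 37 degrees C).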
An asterisk follows results filed as active; u = inconclusive; x = not tested or not shown; & = joins results of further samples; [ ] = dose if it differs, or a comment. Calls follow the shape of the dose curve; as a rule, active = well fitted curve in the direction sought with a large enough effect; inconclusive = small, poorly fitted or top-dose-only effect, or another doubt; inactive = no such curve, though single readings can be large; an effect the other way counts as inactive or inconclusive. Potency is read from the fitted curve at half-maximal effect.

canonical_smiles | KB-3-1 tox | GLP1R ag | KB-V1 cytotox | GLP1R inv ag | GLP1R cytotox | TDP-43 yeast inh | HT1080 IDH1KD tx | SW480 rerep | HT1080-NT tox
CCN(CCCNC(=O)Cn1ncc2c([nH]c3ccccc32)c1=O)Cc1ccccc1 | u | -8% | -23% | -13% | 22% | -1% | 2% | u | -2%
CCOC(=O)CCC(=O)N1CCOCCOCCN(C(=O)CCC(=O)OCC)CCOCC1 | 16% | -7% | 5% | -1% | -7% | 10% | 11% | -2% | 22%
Cc1ccn2c(Nc3ccccc3C)c(-c3cccnc3)nc2c1 | 20%&13% | 17% | -3%&3% | -25%&-18% | -14%&1% | -14%&5% | -10% | -5% | 10%
Cc1ccc2c(c1)N=C(c1ccc(Cl)cc1)CO2 | 3% | -22% | 16% | 76%[activator] | 9% | -4% | -15% | 10% | -10%
O=C1C2C3C=CC(C3)C2C(=O)N1c1nccs1 (centres undefined) | 5% | 3% | 1% | 43%[activator] | 2% | 11% | 2% | 0% | 5%
Cc1n[nH]c(C)c1CCC(=O)N/N=C/c1c[nH]c2ccccc12 | 2% | 13% | u | u | u | -6% | 0% | -160%[inhibitor] | 6%
O=C(CSc1ncnc2ccccc12)NCc1ccc2c(c1)OCO2 | 1% | 3% | 4% | u | -5% | -6% | -2% | 3% | 0%
Cc1ccccc1NC(=O)Cn1c(C)nc2ccc(N)cc2c1=O | -2% | 0% | 3% | 15% | -2% | 11% | 5% | -3% | 1%
Cc1ccc(N/C(=N/S(=O)(=O)c2cccs2)c2ccccc2)c(C)c1 | u | 2% | 9.2µM* | -14% | u | u | -30% | u | u
O=C(COC(=O)c1ccccc1)NCC1CCCO1 (centres undefined) | 11% | -6% | 6% | 5% | 4% | 0% | 1% | 1%[9.22 µM] | 1%
COc1ccc(S(N)(=O)=O)cc1C(=O)OCC(=O)NC(C)(C#N)C1CC1 (centres undefined) | x | 14% | x | 15% | 11% | -16% | 0% | -16% | 6%
CCOc1ccc(CCNC(=O)c2c(C)noc2C)cc1OCC | 1% | 0% | -10% | 7% | 1% | 11% | 14% | -18% | 4%
COc1ccc(-n2nc([N+](=O)[O-])c(=NC3CCN(Cc4ccccc4)CC3)n2O)cc1 | u | 16% | u | u | u | -4%[0.397 µM] | -8% | u | -10%
Cc1ccc(N=C2SC(C(=O)NCCc3ccccc3)CC(=O)N2C)cc1C (centres undefined) | -2% | 18% | -2% | u | -10% | x | -12% | 2%[1.84 µM] | -16%
O=C(NC(=S)Nc1ccc(S(=O)(=O)Nc2ccccc2)cc1)C1CC1 | 16% | 7% | 3% | 9% | 2% | 3% | 8% | -1% | 7%
N#Cc1cccc(N2[C@@H](Cc3cc4ccccc4n3Cc3ccccc3)COC[C@H]2Cc2ccc3ccccc3c2)c1 | -7% | -2% | 28% | -15% | 5% | 19% | 9% | x | 7%
COc1cc(-c2nc3sc(C)c(C)c3c(=O)o2)cc(OC)c1OC | -2% | -2% | -14% | 20% | 0% | -8% | 5% | 4% | 2%
O=C(CN1CCN(Cc2ccccc2)CC1)Nc1ccc(Cl)cn1 | 1% | 1% | -24% | -19% | -24% | -15% | -9% | -1% | -4%
Cc1cc(C)c2cc(CN(CCO)C(=O)NC3CCCCC3)c(=O)[nH]c2c1 | 7% | 1% | 13% | 4% | 1% | -11% | -4% | 3% | -2%
Cn1c(=O)cc(SCC(=O)N2CCN(c3ccc(F)cc3)CC2)c2ccc(Cl)cc21 | -1% | x | 3% | 3% | -1% | 10% | x | x | x
COc1ccccc1-n1c(CNC(=O)COc2ccccc2)n[nH]c1=S | -2% | 0% | 4% | 1% | 5% | -20% | -1%[9.24 µM] | -1% | -30%
NS(=O)(=O)c1cc(C(=O)OCCNC(=O)c2ccccc2)c(Cl)cc1Cl | -2% | 6% | 1% | 6% | 8% | -5% | 2% | 4% | 9%
O=C(CCCSc1nc2ccccc2[nH]1)N1CCN(c2ccccc2)CC1 | -2% | -9% | -1% | -3% | -9% | 15% | 1% | 10% | 3%
COc1ccc(S(=O)(=O)NC2CC3CCC2C3)cc1Cl (centres undefined) | -3% | 30% | -2% | -7% | -5% | u | -4% | 8% | 1%
CC(=O)Nc1ccc(-c2ccnc3c2CC(C)(C(=O)Nc2ccc4c(c2)OCO4)O3)cc1 (centres undefined) | 18µM* | -2% | -12% | u | -32% | -3% | u | x | u
Cc1cc(C)nc(Nc2n[nH]c(-c3ccccc3Br)n2)n1 | 4% | 0% | -14% | 8% | -10% | -5% | 12% | -5% | 26%
CCc1ccc(/C=N/NC(=O)c2cc(-c3ccncc3)nc3ccccc23)s1 | 4.6µM* | 0% | -4% | u | u | 13% | u | 3.7µM* | u
Cc1cc(C)c(NC(=O)C(=O)NCc2ccco2)c(C)c1 | 15% | 6% | 0% | -1% | 18% | -7% | -14% | 2% | 15%
Cc1cc(=O)n(Cc2cccc(Cl)c2)c2c1c(C)nn2-c1ccccc1 | 2% | x | u | 0% | 0% | 17% | x | x | x
Cc1nc(C(F)(F)F)ccc1C(=O)N1CCC1(C)C(=O)NS(=O)(=O)c1ccc(C#N)cc1 (centres undefined) | 9% | -5% | -7% | 28% | 5% | 5% | u | x | 19%
CC(C)C(=O)Nc1nnc(CCN2CCCCC2)s1 | 6% | -14% | -8% | 1% | 3% | u | 1% | -2% | -1%
CCOc1ccccc1NC(=O)c1ccc2c(Cl)c3c(nc2c1)CCCC3 | 2% | -2% | -13% | -4% | 5% | 0% | x | x | x
COc1ccccc1OCc1ccc(C(=O)N2CCN(C(=O)c3ccco3)CC2)cc1 | 17% | -5% | 5.2µM* | -20% | -11% | 8% | 0% | -50%[inhibitor] | 13%
CC1CCC(C(C)C)C(OC(=O)Cn2nnc3c(cnn3-c3ccccc3)c2=O)C1 (centres undefined) | -7% | -2% | -1% | -2% | 1% | -15% | 13% | -17% | 1%
COc1ccc(C(=O)N/C(=C\c2cn(C)c3ccccc23)C(=O)N2CCOCC2)cc1OC | -1% | -3% | 17% | 0% | -14% | -3% | 3% | -7% | 7%
COC(=O)CNC(=O)Cn1cnc2sc(C)c(S(=O)(=O)N3CCC(C)CC3)c2c1=O | -2% | -1% | 12% | 1% | -3% | -4% | -8% | -4% | 13%
Cc1c(C(=O)OCCOc2ccc(Br)cc2)sc(=S)n1C | 1% | 13% | 3% | 3% | 1% | 13% | 11% | -6% | 21%
CC(=O)Nc1ccc(-c2nnc(SCC(=O)n3c4c(c5ccccc53)CCCC4)n2C)cc1 | 2% | 0% | -2% | 0% | -3% | 0% | -1% | -3% | 2%
CCN(CC(=O)Nc1c(F)cccc1F)C(=O)C1CC(=O)N(CCc2ccccc2)C1 (centres undefined) | -4% | 9% | 2% | -4% | -21% | -8% | -1% | -33%[inhibitor] | 1%
CCCC(C)NC(=O)c1ccc(C2SCC(=O)N2Cc2ccco2)cc1 (centres undefined) | -7% | 0% | -13% | -18% | 1% | 1% | 2% | 1% | 5%
CC1(C(=O)NS(=O)(=O)C2CC2)CCCN(C(=O)COc2ccc(Cl)cc2Cl)C1 (centres undefined) | 0% | -6% | 4% | 3% | 1% | -6% | -1% | x | 0%
COc1cccc(-c2nc(SCC(=O)Nc3ccc4c(c3)OCCO4)c(-c3ccccc3)[nH]2)c1 | u | x | u | u | -32% | 1% | x | x | x
COc1ccc(S(=O)(=O)NCC2CCC(C(=O)N3CCC4(CC3)OCCO4)CC2)cc1 (centres undefined) | 4% | 0% | 5% | 3% | 5% | 23% | 7% | -5% | 5%
CSCCC(NC(=O)c1ccccc1Cl)C(=O)NC1CCN(Cc2ccccc2)CC1 (centres undefined) | 0% | -18% | u | -16% | 3% | -23% | 0% | -3% | -5%
COc1ccc(N(C(=O)Cc2cccs2)C(C(=O)NC2CCCCC2)c2cccn2C)cc1OC (centres undefined) | -1% | -19% | 1% | 16% | 12% | 9% | 0% | -3% | 1%
CCOC(=O)c1ccc(NC(=O)c2nc(SC(C)C)ncc2Cl)cc1 | 0% | x | -8% | u | 3% | -8% | x | x | x
COc1ccc(C2=NCCn3nc4ccccc4c32)cc1 | -9% | 22% | 10% | 37%[activator] | 0% | 7% | u | 1% | -7%
COc1ccc(OC)c(NC(=O)CN(C)CCOc2ccc(Br)cc2)c1 | 0% | 27% | -8% | u | 2% | -8% | -14% | -25% | -7%
CC(=O)c1ccc(OCCCC(=O)OCC(=O)N2CCN(S(=O)(=O)c3ccc(C)cc3C)CC2)cc1 | 29% | 0% | u | 4% | 1% | 18% | 18% | -17% | 12%
COc1ccc(-c2n[nH]c(C(F)(F)F)c2-c2cc3ccccc3o2)c(O)c1 | -21% | -3% | 18µM* | u | u | -51%[inhibitor] | u | 9% | u

(cont.)
canonical_smiles | KB-3-1 tox | GLP1R ag | KB-V1 cytotox | GLP1R inv ag | GLP1R cytotox | TDP-43 yeast inh | HT1080 IDH1KD tx | SW480 rerep | HT1080-NT tox
O=C(c1nc2ccccn2c1CN1CCC(Cc2ccccc2)CC1)N1CCCC1 | 5% | 23% | -8% | u | -7% | -6% | 3% | -98%[inhibitor] | -4%
CCc1cc(Br)ccc1N1C(=O)C2CC=CCC2C1=O (centres undefined) | -2% | -15% | 6% | -24% | -2% | 20% | -7% | 3% | -11%
O=C(O)C(Cc1ccc(OS(=O)(=O)Cc2ccccc2)cc1)NS(=O)(=O)Cc1ccccc1 (centres undefined) | -9% | 6% | -8% | 9% | 5% | -20% | 15% | 0% | 12%
NC(=O)c1nsc(C(=O)N(Cc2ccco2)C(C(=O)NCC2CCCO2)c2ccc(F)cc2)c1N (centres undefined) | 5% | 13% | -34% | 12% | 3% | -9% | 13% | -2% | 5%
CNC(=O)CC(CC(=O)c1ccccc1)c1ccccc1 (centres undefined) | 7% | 6% | 0% | 5% | 0% | 11% | 10% | -9% | 7%
O=S(=O)(Cc1ccccc1)/C1=C(\N2CCOCC2)CCCCCC1 | 3% | 1% | -14% | 0% | -13% | -11% | 2% | -2% | 2%[9.24 µM]

Source: PubChem BioAssay (National Center for Advancing Translational Sciences (NCATS))
